# PTAP TSG101 blk – qHTS Assay for Iinhibitors of HIV-1 Budding by Blocking the Interaction of PTAP/TSG101; Potency, µM (highest dose often 115 µM), for the others: at the top dose activity change, negative = inhibition, actives largely listed as inhibitors; 340,000 tested, under 10 active; AID 493005, 2010; Fluorescence polarization, FITC-PTAP peptide / Tsg101 binding; active = well fitted inhibition curve with a large enough effect in the main read-out, with a control signal flat, not every such curve was filed as active; inconclusive = small, poorly fitted or top-dose-only effect, or effect the other way, or a change in a side signal; inactive = no such curve, though single readings can be large or run the other way; note: potency is the fitted concentration of half-maximal effect; % of control where 0% means no effect
#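 Fluorescence polarization binding of Tsg101 binding domain (10 uM final) to FITC-labeled PTAP peptide (50 nM final) in HEPES pH 7.5 buffer with NaCl, Tween 20, EDTA, TCEP. Compounds added before peptide; binding 20 min at RT.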
# B2AR arrestin – qHTS assay of beta-arrestin-biased ligands of beta2-adrenergic receptor; Beta-2 adrenergic receptor (Homo sapiens), P07550; beta-arrestin recruitment to beta2AR, cell-based reporter; Potency, µM (top dose mostly 46.1 µM), for the others: at the top dose activation, hits mostly activators; 0.02% of 330,000 active;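 note: potency is the fitted concentration of half-maximal effect; 0% = DMSO controls and full agonism = EC100 isoproterenol or metaproterenol; nearly all actives have a fitted effect of over 65% in size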
# Target sequence (P07550 whole entry, looked up): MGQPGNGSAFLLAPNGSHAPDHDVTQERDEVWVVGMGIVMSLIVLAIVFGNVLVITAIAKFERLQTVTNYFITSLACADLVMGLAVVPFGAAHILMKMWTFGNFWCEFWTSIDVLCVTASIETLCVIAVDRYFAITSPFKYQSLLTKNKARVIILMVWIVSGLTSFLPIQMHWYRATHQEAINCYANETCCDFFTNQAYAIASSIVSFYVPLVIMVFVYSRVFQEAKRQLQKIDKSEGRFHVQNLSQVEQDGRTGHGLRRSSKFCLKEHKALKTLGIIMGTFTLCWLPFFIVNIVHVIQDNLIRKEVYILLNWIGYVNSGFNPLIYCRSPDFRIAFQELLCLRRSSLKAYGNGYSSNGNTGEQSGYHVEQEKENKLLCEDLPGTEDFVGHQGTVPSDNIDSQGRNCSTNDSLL
# Menin MLL FP TR – qHTS Assay for Inhibitors Targeting the Menin-MLL Interaction in MLL Related Leukemias: Competition With Texas Red Labeled MLL-derived Mutant Peptide | Menin + Texas Red MLL mutant peptide, fluorescence polarization | AID 1768, 2009 | 0.23% of 270,000 active | O00255 | Potency, µM (highest dose often 61.6 µM), without a hit: at the highest dose FP activity change, negative = inhibition, usual class: inhibitors; active = well fitted inhibition curve with a large enough effect in the polarisation, with a control signal flat, not every such curve was filed as active; inconclusive = small, poorly fitted or top-dose-only effect, or effect the other way, or a change in a side signal; inactive = no such curve, though single readings can be large or run the other way; the % refers to the polarisation; note: potency is the fitted concentration of half-maximal effect; % of control where 0% means no effect; many of its hits are not listed in these tables
# PKM2 activator – qHTS Assay for Activators of Human Muscle isoform 2 Pyruvate Kinase; Potency, µM (titrated, usually from 57.5 µM), inactives show top-dose activation, usual class: activators; purified PKM2, Kinase-Glo ATP luminescence, activation; response scale: 0% is enzyme alone, no compound; 0.34% of 260,000 active; Pyruvate kinase PKM (Homo sapiens), P14618; note: potency is the fitted concentration of half-maximal effect; % is set by controls: 0 for no effect and ±100 for the full control effect; nearly all actives have a fitted effect of over 55% in size
#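 hPK-M2, >95% pure; 0.1 mM ADP / 0.5 mM PEP final; imidazole pH7.2 buffer w/ 7 mM MgCl2, 50 mM KCl; 1 h RT; Kinase-Glo lum. Intermediate enzyme activity for dual inhibitor/activator qHTS.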
# Giardia kill – Small Molecules that selectively kill Giardia lamblia: qHTS. Giardia lamblia trophozoite viability. activity change, % at 7.66 µM, hits read low. 0.15% of 340,000 active; in the data active = activity change below about -80%; inconclusive = between about -30% and that limit;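 note: parasites exposed to compound for two days anaerobically before the ATP read; % is set by controls: 0 for no effect and ±100 for the full control effect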
#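 Killing of trophozoites was scored by loss of ATP luminescence after a 48 hrs anaerobic exposure to compounds at 37 deg C, using 100 cells per well.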
# Chronic BCR inh – qHTS Assay to Find Inhibitors of Chronic Active B-Cell Receptor Signaling. ABC-DLBCL IkBa-CBG/CBR reporter, luminescence ratio, 4 h. Potency, µM (doses to about 46.1 µM), inactives show at the highest dose ratio change, negative = lower green/red ratio, actives largely listed as inhibitors. 0.05% of 340,000 active; active = well fitted inhibition curve with a large enough effect in the signal ratio, with a control signal flat, not every such curve was filed as active; inconclusive = small, poorly fitted or top-dose-only effect, or effect the other way, or a change in a side signal; the % refers to the signal ratio;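 note: potency is the fitted concentration of half-maximal effect; plate controls were basal doxycycline-induced cells for no effect and cells given 10 µM MG132 for full effect; MG132 reads +100%, hits lower the ratio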
#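 Compounds up to 46 uM were incubated four hours with TMD8 cells whose green CBG68 luciferase is fused to IkappaBalpha; red CBR luminescence normalised the signal, and concentration-effect curves were fitted to fusion, red and ratio data.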
# GALK inh – qHTS Assay for Inhibitors of Human Galactokinase (GALK). P51570. Purified GALK, Kinase-Glo residual ATP luminescence. Potency, µM (series often up to 57.5 µM), for inactives: at the top dose activity change, negative = inhibition, actives largely listed as inhibitors. 0.007% of 270,000 active. AID 1868, 2009; note: potency is the fitted concentration of half-maximal effect; % is set by controls: 0 for no effect and ±100 for the full control effect
#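 Kinase-Glo Plus luminescence measured ATP left after a 1 h room-temperature reaction. The reaction used 5 nM GALK, 100 uM galactose and 35 uM ATP at pH 8.0 (20 mM HEPES, 5 mM MgCl2, 60 mM NaCl, 1 mM DTT, 0.01% BSA).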
# Tb PFK inh – qHTS Assay to Find Inhibitors of T. brucei phosphofructokinase; 0.17% of 330,000 active; Potency, µM (highest dose often 57.5 µM), for the others: at the highest dose activity, negative = inhibition, actives largely listed as inhibitors; T. brucei PFK, ADP-Glo luminescence; AID 485367, 2010;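 note: potency is the fitted concentration of half-maximal effect; 0% = uninhibited 1x PFK enzyme wells and -100% = no-enzyme wells; nearly all actives have a fitted effect of over 60% in size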
# Target sequence (O15648 whole entry, looked up): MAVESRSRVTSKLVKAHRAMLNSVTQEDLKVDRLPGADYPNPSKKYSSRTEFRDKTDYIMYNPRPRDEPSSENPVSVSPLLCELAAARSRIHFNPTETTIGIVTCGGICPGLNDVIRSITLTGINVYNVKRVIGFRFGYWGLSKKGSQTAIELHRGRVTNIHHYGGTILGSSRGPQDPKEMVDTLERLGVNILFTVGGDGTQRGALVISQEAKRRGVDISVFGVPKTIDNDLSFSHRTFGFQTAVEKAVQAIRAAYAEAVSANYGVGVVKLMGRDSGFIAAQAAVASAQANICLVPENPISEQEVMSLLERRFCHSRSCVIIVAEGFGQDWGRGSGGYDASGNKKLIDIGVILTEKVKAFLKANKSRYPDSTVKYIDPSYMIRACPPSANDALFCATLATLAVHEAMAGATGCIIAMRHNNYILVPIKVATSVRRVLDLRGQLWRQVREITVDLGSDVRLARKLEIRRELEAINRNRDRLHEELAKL
#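 ADP-Glo luminescence quantified ADP after 45 min at room temperature, with 1.25 nM T. brucei PFK, 0.1 mM ATP and 0.5 mM fructose-6-phosphate in pH 8.0 TEA buffer. qHTS titrations up to 57 µM; curves classified by quality.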
# S-ASM inh – Inhibitors of Secretory Acid Sphingomyelinase (S-ASM): qHTS | Sphingomyelin phosphodiesterase (Homo sapiens), P17405 | placental ASM, HMU-PC fluorogenic substrate, 60 min | Potency, µM (series often up to 57.5 µM), inactives show at the top dose activity change, negative = inhibition, actives largely listed as inhibitors | 0.006% of 340,000 active; note: potency is the fitted concentration of half-maximal effect
#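 Steps: dispense placental human ASM, pin compound, wait 10 min at room temperature, add HMU-PC0 substrate at 9 uM final, incubate 60 min at 37 °C, add stop solution raising pH to 10, read fluorescence.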
# a7 integrin act – qHTS for Activators of Integrin-Mediated Alleviation for Muscular Dystrophy; AID 624291, 2012; alpha7betagal myoblasts, beta-gal FDG fluorescence, 48 h; 0.064% of 350,000 active; Potency, µM (titrated, usually from 38.3 µM), without a hit: top-dose activation, most hits filed as activators;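 note: potency is the fitted concentration of half-maximal effect; 100% = response of the positive control SU9516; nearly all actives have a fitted effect of over 60% in size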
#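 alpha7betagal+/- myoblasts (passage 13, 250/well) treated 48 h at 37C with compounds at 1:260 dilution of DMSO stock. Lysed, then beta-galactosidase activity read as FDG fluorescence (ex 480/em 540) after 30 min, with pre-read for autofluorescence.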
# FBPA coupling cs – qHTS Assay for Inhibitors of Fructose-1,6-bisphosphate Aldolase from Giardia Lamblia: Coupling assay counterscreen; coupling enzyme system counterscreen, AmpLite Red fluorescence; activity change, negative = inhibition, % at 58.2 µM, hits read low; 0.67% of 290,000 active; in the data active = activity change below about -30%; note: % is set by controls: 0 for no effect and ±100 for the full control effect
#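 Counterscreen lacking aldolase: glyceraldehyde-3-phosphate coupling-enzyme reagent preincubated 10 min at RT with compound (at 57.5 uM final), then substrate/coupling system with AmpLite Red added; fluorescence read at 525/598 nm after 20 min RT.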
# * = called active by the depositor; i = inactive; ? = inconclusive; . = no result given; & = joins results of further samples; [ ] = another dose, or the depositor's remark. Unless noted, calls come from the whole dose curve; as a rule, active = well fitted curve in the direction sought with a large enough effect; inconclusive = small, poorly fitted or top-dose-only effect, or another doubt; inactive = no such curve, though single readings can be large; an effect the other way counts as inactive or inconclusive.
SMILES,PTAP TSG101 blk,B2AR arrestin,Menin MLL FP TR,PKM2 activator,Giardia kill,Chronic BCR inh,GALK inh,Tb PFK inh,S-ASM inh,a7 integrin act,FBPA coupling cs
CCC(COC(=O)NC)NC(=O)Oc1ccccc1 (centres undefined),-1%,-0.3%,18%,-4%,6,-3%,-2%,-1%,2%,11%,0
CN(C)CCN(CC1CCCN(Cc2ccccc2F)C1)C(=O)Cc1c(F)cccc1F (centres undefined),-3%,0.4%,-12%,-3%,-16,0%,-1%,1%,4%,-17%,-1
CC(C)(C)c1o[nH]c(=O)c1CC(N)C(=O)O (centres undefined),-4%,0.0%,3%,.,4,1%,.,-5%,-7%,.,.
CCCC[N+]1(C)C2CC(OC(=O)C(CO)c3ccccc3)CC1C1OC12 (centres undefined),-2%,-0.6%,9%&-4%,7%,-9,1%,-2%,12%,2%,.,-5
COc1ccc2cc1Oc1ccc(cc1)C[C@H]1c3cc(c(OC)cc3CCN1C)Oc1c(OC)c(OC)cc3c1[C@H](C2)N(C)CC3,-6%,0.2%,-16%[24.8 µM],3%,-26,?,-4%,1%,-3%,.,0&-1
O=C(Nc1ccccc1)c1cccn(Cc2ccccc2)c1=O,-1%,0.5%,14%,-9%,12,16%,-2%,-3%,-7%,-22%,-3
O=C1C2CCN(CC2)C1Cc1ccc(OCCOc2ccccc2)cc1 (centres undefined),1%,-0.2%,-5%,-8%,11,0%,0%,-2%,5%,-17%,3
Clc1cccc(/C=N\Nc2nccs2)c1,-1%,-0.7%,?,-11%,15,?,1%,-9%,-1%,-24%,-3
COc1ccc(CN2CCCC(C(=O)c3ccccc3SC)C2)cc1O (centres undefined),-5%,0.3%,-6%,2%,12,0%,-2%,1%,2%,0%,0
COC(=O)C1=C(c2ccccc2OCc2ccccc2)C[C@@H]2CC[C@H]1N2C(=O)NCc1ccc([N+](=O)[O-])cc1,-6%,-0.6%,.,.,3,?,.,4%,9%,-7%,.
CCCCCC[N+](=O)[O-],1%,-0.1%,.,.,-6,?,.,-2%,-2%,.,.
COc1ccc(CCn2c(O)c(C=NCCCN(C)C)c(=O)[nH]c2=O)cc1OC,-4%,-0.5%,-7%,0%,6,?,1%,0%,2%,6%,2
COC(=O)C1=C(c2ccc(-c3ccccc3)c(F)c2)C[C@@H]2CC[C@H]1N2C(=O)NCc1ccc(F)cc1,-4%,5.5%,.,.,8,?,.,8%,?,-21%,.
Cc1ccc2c(c1)C1CN(C)CCC1N2C(=O)c1cccnc1Cl (centres undefined),6%,0.0%,.,-1%,29,0%,0%,-6%,1%,-9%,1
COCCN1Cc2cc(=O)n3c([nH]c4ccccc43)c2C1=N,1%,-0.9%,6%,5%,0,?,1%,-16%,i,29%,0
CCOc1cc2c(cc1OCC)-n1cccc1C(c1ccc(OC)cc1)NC2 (centres undefined),5%,0.3%,?,.,1,-26%,.,-19%,-3%,-9%,-3
Cc1ccc(-c2cc(C(=O)N3CCC4(CC3)OCCO4)no2)cc1,1%,-0.2%,-2%,-11%,-16,?,-3%,-3%,7%,21%,2
CC(C)(C)C1CCC(=NNC(=S)NCc2ccccc2)CC1 (centres undefined),-10%,5.6%,-1%,8%,5,?,5%,-2%,-2%,?,-1
Fc1ccc(C(OCCN2CCN(CCCc3ccccc3)CC2)c2ccc(F)cc2)cc1,1%,.,?,.,11,.,.,.,-3%,.,0&-1
CC1(C)CC(=O)c2cc(OCC(=O)N3CCN(Cc4ccccc4)CC3)ccc2O1,-2%,-0.7%,?,-2%,-16,-18%,-2%,-5%,52%[activator],-17%,-2
COC(=O)C1=C(c2ccc(OC)c(OC)c2)C[C@@H]2CC[C@H]1N2C(=O)N1CCCC1,-1%,0.0%,.,.,4,7%,.,3%,5%,8%,.
C[C@]12CCC3C(CC[C@H]4CC(=O)CC[C@]34C)C1CCC2=O (some centres undefined),0%,-1.2%,.,.,-8,1%,.,-17%,-2%,-6%,.
CCN(CC)S(=O)(=O)c1ccc(N=Cc2c(O)n(-c3ccccc3)c(=O)[nH]c2=O)cc1,0%,0.0%,1%,-2%,-2,0%,-1%,0%,4%,15%,0
O=C1/C(=C/c2ccc([N+](=O)[O-])cc2)N2CCC1CC2,-1%,-0.2%,7%,2%,10,?,.,0%,-1%,-32%[inhibitor],11
CC(C)(C)c1cc(OC(=O)Cc2ccccc2)ccc1O,-5%,0.3%,0%,4%,-5,-17%,-7%,0%,-4%,4%,-5
CCOC(=O)C(O)(c1ccc(NC(=S)NC(=O)c2ccc(Cl)cc2Cl)cc1)C(F)(F)F (centres undefined),-14%,0.0%,6%,-3%,4,?,0%,-1%,-10%,-51%[inhibitor],-2
C=CCn1c(O)c(C(CC)=NCc2ccc3c(c2)OCO3)c(=O)[nH]c1=O,-1%,0.4%,.,1%,0,?,3%,1%,2%,6%,6
COc1cccc(C(=O)NNC(=O)Cc2ccc([N+](=O)[O-])cc2)c1,-2%,8.7%,17%,-2%,24,?,-2%,?,3%,7%,1
COC(=O)C1=C(c2cccc(C#N)c2)C[C@@H]2CC[C@H]1N2C(=O)N1CCOCC1,0%,0.6%,.,.,-14,-2%,.,0%,5%,39%,.
Fc1cccc(NC(=S)Nc2ccc(Br)cc2)c1,-3%,0.0%,3%,-4%,-8,?,2%,-3%,-9%,-10%,5
Cc1ccccc1N1C(=O)NC(=O)/C(=C\c2cc(C)n(C)c2C)C1=O,2%,0.1%,-14%,-9%,3,-3%,-2%,18%,-1%,-6%,2
CCN1C[C@]2(COC)CC[C@H](O)[C@]34C1[C@](O)([C@@H](OC)[C@H]23)[C@@]1(O)C[C@H](OC)[C@H]2C[C@@H]4[C@@H]1[C@H]2OC,0%,0.0%,.,.,-15,3%,.,2%,-2%,.,.
CCN(CC)CCN=Cc1c(O)n(Cc2ccco2)c(=O)[nH]c1=O,-2%,0.3%,.,-3%,-1,1%,-1%,-7%,4%,7%,-1
COC(=O)C1CCN(c2nc3ccccc3nc2C(C#N)C(=O)OCC(C)C)CC1 (centres undefined),-15%,0.1%,0%,-1%,9,?,4%,2%,-5%,-37%,0
CCOc1cc2c(cc1OCC)-n1cccc1C(c1ccc(F)cc1)NC2 (centres undefined),1%,-0.1%,-21%,.,32[activator],-20%,2%,-4%,7%,-59%[inhibitor],3
Oc1ccccc1/C=N/NP(=S)(c1ccccc1)c1ccccc1,0%,0.4%,-17%,-4%,-11,?,7%,-1%,-11%,1%,-2
Cc1c(C(=O)O)cccc1-n1c(C)cc(/C=C2\C(=O)NC(=O)N(c3ccc4c(c3)OCO4)C2=O)c1C,-4%,-0.2%,10%,9%,1,2%,-1%,-14%,4%,-4%,-2
CC1(C)Cc2c(C#N)c(N3CCNCC3)nc(-c3ccco3)c2CS1,-2%,-0.6%,.,-1%,0,?,0%,2%,76%[activator],-81%[inhibitor],0
Cc1cc(=O)oc2c(C)c(OCC(=O)N3C[C@H]4C[C@@H](C3)c3cccc(=O)n3C4)ccc12,-5%,-1.2%,0%,-7%,-1,2%,.,-6%,9%,4%,1
CN(C)c1nc(-c2ccccc2)[n+](C)s1,2%,-0.1%,7%,-2%,-13,?,-1%,16%,3%,6%,0
O=C(Cc1ccccc1)N1CCN(Cc2ccc([N+](=O)[O-])cc2)CC1,-6%,0.0%,4%,2%,1,0%,3%,-11%,-1%,-25%,2
CSc1ccc(C(=O)C2CCCN(Cc3ccn[nH]3)C2)cc1 (centres undefined),-1%,-0.8%,.,-3%,-23,-1%,4%,0%,-3%,-15%,3
CN1C2CCC1CC(OC(=O)c1ccc(Cl)cc1)(C(=O)O)C2 (centres undefined),1%,-3.8%,-8%,-2%,-3,2%,1%,2%,4%,14%,-1
O=C1NC(=O)C(=Cc2ccc(SC3CCCCC3)o2)C(=O)N1,-8%,0.3%,23%,?,-1,0%,3%,9%,-10%,-33%,0

# From PubChem

# Only part of the results is shown, so the mix of outcomes need not match the whole.
